# Screens from PubChem BioAssay.
# LRH-1 inv ag: suppresses constitutive activity of human LRH-1 | O00482 | HEK293T StAR-luciferase reporter, LRH-1 transfected, 24 h | inhibition, % at 3.6 µM | 360,000 tested, 0.13% active;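 active means inhibition above the mean inhibition of all tested compounds plus 3 SD, cut at about 73% in these data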;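 further: 0% = DMSO wells and 100% = reporter-only cells lacking LRH-1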
# NCOA3 inh: inhibits human SRC3 coactivator; HEK293 GAL4-SRC3 luciferase reporter, luminescence; inhibition, % at 3.6 µM; Q9Y6Q9; 360,000 tested, 0.17% active;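 active means inhibition above a per-campaign cutoff, the mean of all compounds plus 3 SD, cut at about 60% in these data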;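 further: 0% = DMSO-treated cells and 100% = gossypol-treated cells at 36 µM; higher means less SRC3-driven luciferase light from the GAL4 reporter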
# NR2F2 inh: inhibitors of human COUP-TFII (NR2F2); P24468; HEK293T NGFI-A luciferase reporter, luminescence; inhibition, % at 8.6 µM; 370,000 tested, 0.7% active; AID 686940;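 active means inhibition above a per-plate cutoff, mean inhibition of test wells between control levels plus 3 SD, cut at about 38% in these data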;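 further: cells cotransfected with COUP-TFII expression vector driving the NGFI-A reporter; 0% = median of COUP-TF2 test wells and 100% = reporter-only cells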
# C8 TRAIL sens: sensitizes caspase-8 expressing cells to TRAIL; 360,000 tested, 1% active; inhibition (viability loss, TRAIL sensitization), % at 10 µM; NB7+C8 cells + TRAIL, ATPlite viability luminescence;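 active means compounds causing at least 50% loss of cell viability in the single-dose screen, relative to plate controls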
# TWEAK Fn14 block: TWEAK-Fn14 signaling inhibition | TWEAK-stimulated Fn14 reporter cells, luciferase luminescence, 8 h | inhibition, % at 10 µM | 360,000 tested, 2% active; in the data active means inhibition above about 50%
# LMP1 NFkB inh: Epstein-Barr LMP1 NF-kappaB reporter inhibition. LMP1-induced NF-kappaB luciferase reporter cells, luminescence. AID 504558. 350,000 tested, 0.69% active. inhibition, % at 12.5 µM; in the data active means inhibition above about 41%; inconclusive means no clear call, values can overlap the other calls;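 further: 0% = neutral control wells and 100% = reference inhibitor control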
# NCOA1 inh: inhibits human SRC1 coactivator; HEK293 GAL4-SRC1 luciferase reporter, luminescence; inhibition, % at 3.6 µM; 360,000 tested, 0.12% active; AID 588354;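 active means inhibition above the campaign mean plus 3 SD, with each screening campaign given its own cutoff, cut at about 60% in these data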;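 further: 0% = DMSO treated cells and 100% = gossypol at 36 µM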
# TROY signal inh: inhibitors of TROY-dependent NF-kB signaling | inhibition, % at 10 µM | 360,000 tested, 0.98% active | Q293 LMP1-TROYcd NF-kB luciferase reporter, 4 h;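 active means compounds whose plate-normalised and pattern-corrected inhibition of the luciferase reporter signal at the single screening dose is 50% or more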
# Shn3 3UTR inh: reduces Shn3 3'UTR luciferase signal in osteoblasts; inhibition, % at 12.5 µM; Clone20 osteoblast Shn3 3'UTR firefly luciferase, 24 h; 360,000 tested, 0.52% active;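 active means mean inhibition of at least 75% with every replicate also reaching 75%; inconclusive means mean inhibition at least 75% but some replicate below; inactive means mean inhibition below 75%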;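 further: 0% = median of neutral control wells and 100% = pilot-screen positive control compound; some compounds past the cut are filed as inactive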
# KKLEB cytotox: CF airway cell cytotoxicity counter-screen; activity change (cytotoxicity), % at 5 µM; 360,000 tested, 0.36% active; AID 602141; KKLEB CF airway cells viability, ATPlite luminescence, overnight; stronger effect = lower value; cells stimulated with P. aeruginosa culture filtrate;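 active means corrected activity change at or below -50% at 5 µM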
# CF NFkB inh: inhibitors of cystic fibrosis induced NF-kB; KKLEB NF-kB-GFP reporter, PAF-induced, GFP fluorescence overnight; inhibition, % at 5 µM; 360,000 tested, 0.86% active;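 active means at least 50% inhibition at 5 µM, scaled per plate between neutral and stimulator controls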;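 further: PAF is a Pseudomonas aeruginosa culture filtrate used as stimulus; plate controls were PAF-stimulated DMSO wells for no effect and unstimulated DMSO wells for full effect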
# * marks the source's active call; other numbers are inactive results; ? = inconclusive; . = not tested or not shown. A portion of the library. The share of hits here may be higher or lower than overall.
SMILES,LRH-1 inv ag,NCOA3 inh,NR2F2 inh,C8 TRAIL sens,TWEAK Fn14 block,LMP1 NFkB inh,NCOA1 inh,TROY signal inh,Shn3 3UTR inh,KKLEB cytotox,CF NFkB inh
O=c1[nH]c2c(s1)C(c1ccccc1)C1C3CCC(C3)C1S2 (stereo unspecified),-17,1,14,-7,11,-1,-20,17,-2,2,5
CCN(c1ccc(NC(=O)COC(=O)c2ccc(C)s2)cc1)C(C)C,9,1,-8,6,-5,4,-1,-8,69,-14,0
O=C(/C=C/c1ccccc1)C1=C(O)C(=O)N(CCO)C1c1ccccc1[N+](=O)[O-] (stereo unspecified),-7,-13,6,-1,-14,-1,-12,-52,7,-20,-4
COc1ccc(NC(=O)c2cc(S(=O)(=O)N3CCOCC3)ccc2C)cc1S(=O)(=O)N1CCCCC1,4,3,-6,1,2,-1,-6,10,23,13,8
COc1ccc(C2CC(c3ccccc3Cl)Nc3ncnn32)cc1OC (stereo unspecified),14,9,14,-8,-3,-8,5,2,-2,3,-10
COCCCNC(=O)CCC(=O)NNc1nc2ccccc2c2nc(-c3ccccc3)nn12,9,12,-13,-6,-3,-3,-2,-58,-4,4,-14
Cc1ccc(C(c2nnnn2CS(=O)(=O)c2ccc(C)cc2)N2CCCC2)cc1 (stereo unspecified),20,13,-12,0,-2,-5,-27,-8,12,7,3
COc1ccc(C(=O)n2nc(-c3ccccc3)nc2N)cc1OC,-10,-2,-14,7,26,0,10,34,-8,-12,15
CCCCC#Cc1ccc(C(=O)NNC(=O)Nc2ccccc2)o1,-9,30,7,-6,3,4,5,30,8,-2,-14
Cc1ccc(SCC(=O)Nc2ncc(C)s2)cc1,-27,3,-21,-1,-25,-12,2,-27,-19,0,1
COc1ccc(OCCOC(=O)c2cccc(-n3cnnn3)c2)cc1,-49,-23,-14,-5,1,-3,-16,-22,-31,-1,-20
Cc1cc(C)c(OCC(=O)OCC(=O)NCc2ccco2)c(C)c1,-5,11,5,-6,1,5,1,9,5,6,-5
Cc1ccc(N/C(C(Cl)=C(Cl)Cl)=C(/Cl)[N+](=O)[O-])c(C)c1,28,5,-9,-1,11,0,-10,10,-42,-4,0
C=C1CCN([C@H](C(=O)NCc2ccccc2)C(C)C)S(=O)(=O)c2ccccc21,-13,7,13,-14,10,4,2,-17,-11,1,22
COc1ccc(C(=O)COC(=O)c2c(C)noc2C)cc1Cl,-11,-4,0,-10,-12,-1,-11,-16,-1,-8,32
Cc1ccc(S(=O)(=O)N2CCN(C(=O)COC(=O)c3ccccc3Cl)CC2)c(C)c1,15,18,-2,5,0,-5,-7,-8,2,24,-5
O=C(Cc1cccs1)Nc1nnc(-c2ccc(F)cc2)s1,-30,-41,-24,8,-10,0,-27,-13,-22,5,10
CC1Sc2ccc(S(=O)(=O)N3CCC(C(=O)Nc4cccc(Cl)c4)CC3)cc2NC1=O (stereo unspecified),-17,-20,24,24,33,6,-26,36,90*,14,7
COc1cc(-c2noc(CCCC(=O)Nc3cccnc3)n2)cc(OC)c1OC,7,4,-5,-3,-11,1,8,-14,10,-6,-5
CCOC(=O)c1c(-c2ccc(F)cc2)cn2ccccc12,11,20,-18,9,-4,0,7,11,6,4,36
O=[N+]([O-])c1cccc(NC(=S)NCc2ccncc2)c1,8,3,6,14,-5,7,-22,-25,-6,5,8
COCCn1c(SCC(=O)c2ccccc2)nc2c(c1=O)SCC2,-14,16,0,14,6,-2,-2,6,-17,-2,-13
NC(=O)C(Cc1ccccc1)NS(=O)(=O)c1ccc(N2CCCC2=O)cc1 (stereo unspecified),14,14,-6,-13,3,-8,-8,-15,9,5,3
Cn1nnnc1SCCNCc1ccc(Cl)cc1,2,-16,3,9,28,1,-24,14,10,1,-2
Cc1onc(-c2c(F)cccc2Cl)c1C(=O)N(C)CC(=O)Nc1cccc(F)c1,-1,1,-14,-3,5,-3,13,-8,11,8,2
NC(=O)C[C@H](NC(=O)c1ccc(Cl)cc1)C(=O)OCc1ccccc1,-18,-4,-16,-7,-1,3,-12,-1,3,-4,-4
CCOc1cc2c(cc1/C=C1/NC(=O)N(CC(=O)OC)C1=O)OCO2,10,-5,-12,-17,18,13,3,-9,16,1,-10
COc1ccc(C(=O)NCCNc2nc3ccc(C)cc3cc2C#N)cc1,-29,-12,12,-11,21,11,-8,-19,11,1,8
C[N+](C)(C)CCCCCC(=O)/C=N/O,5,5,13,1,-2,0,-18,8,19,-6,6
CC(=O)NC1C(OCc2ccccc2)OC(CO)C(OC(C)=O)C1OC(C)=O (stereo unspecified),24,8,-5,-9,2,-5,-5,20,-32,1,-5
Cc1nn(Cc2ccc(F)cc2)c(C)c1NC(=O)c1cc(-c2ccco2)on1,20,5,.,2,-1,6,-14,-5,26,-9,-6
COc1ccc2oc(C(=O)N(C)Cc3ccc4c(c3)OCCO4)c(C)c2c1,-22,-23,5,13,-38,-3,-21,-3,-35,-12,3
COc1cc(/C=N/NC(=O)COc2cc(C)cc(C)c2)ccc1OS(=O)(=O)c1ccc(C)cc1,13,13,22,15,62*,1,9,42,19,-7,9
CCOC(=O)N1CCN(C(=O)C2CCCN(S(=O)(=O)c3c(C)cc(C)cc3C)C2)CC1 (stereo unspecified),2,-10,10,-3,9,-1,0,-4,7,0,16
O=C(CNC(=O)c1cccnc1)N/N=C/c1ccc(O)cc1O,9,11,-16,19,-8,1,0,-18,1,3,-8
CCOc1ccccc1N1CCN(S(=O)(=O)c2cc(C)ccc2OC)CC1,3,7,-6,3,0,-1,-6,4,6,7,-25
C=CC[n+]1c(C)csc1Nc1ccc(C)cc1,-8,2,-36,-1,-11,2,-41,-35,-25,-17,-5
O=C(c1c(F)c(F)c(F)c(F)c1F)N1CCc2ccccc21,10,-4,-4,7,-7,1,-22,-5,19,8,-16
Cn1nnnc1SCC(=O)NCCCc1ccccc1,-1,-10,0,5,-6,6,-9,-16,2,4,1
COc1ccc(NC(=O)C/C(C)=N/NC(=O)c2cnccn2)c(OC)c1,-37,-41,-18,11,0,-2,-27,-12,-22,4,-10

# Sorted by the number under CF NFkB inh (lowest first): some entries from above
smiles,CF NFkB inh
COCCn1c(SCC(=O)c2ccccc2)nc2c(c1=O)SCC2,-13
CCOc1cc2c(cc1/C=C1/NC(=O)N(CC(=O)OC)C1=O)OCO2,-10
O=[N+]([O-])c1cccc(NC(=S)NCc2ccncc2)c1,8

# New compounds follow.
SMILES,LRH-1 inv ag,NCOA3 inh,NR2F2 inh,C8 TRAIL sens,TWEAK Fn14 block,LMP1 NFkB inh,NCOA1 inh,TROY signal inh,Shn3 3UTR inh,KKLEB cytotox,CF NFkB inh
CS(=O)(=O)N(CC(=O)NCc1cccnc1)C1CCCCC1,2,17,4,-4,11,-2,-1,-1,-23,-2,5
COc1cc(/C=N/NC(N)=O)ccc1OC(=O)c1cccs1,-1,-6,-13,10,-5,-23,-11,3,-109,0,-14
CCOC(=O)N1CCC(NC(=O)C2CCCN(S(C)(=O)=O)C2)CC1 (stereo unspecified),-10,17,22,18,-5,10,5,9,-12,3,2
C/C(=N\NC(=O)CNC(=O)c1cccnc1)c1cccc(O)c1,13,-5,8,9,12,0,2,-2,-7,-6,10
COc1cc(-c2nc(-c3cccc(C)c3)no2)cc(OC)c1OC,-18,-22,-9,-27,-26,-11,-21,-1,-34,6,0
CN(Cc1ccc(OC(F)F)cc1)C(=O)c1cccc(S(=O)(=O)N2CCN(c3ccccc3)CC2)c1,28,23,67*,15,73*,23,9,37,?,18,-10
NCCOc1ccccc1Cc1ccccc1,4,30,-7,1,0,-5,8,-1,-5,-11,7
COC(=O)c1ccc(Cl)cc1NC(=O)/C=C/c1ccc(C)o1,5,6,1,0,2,-2,4,-1,-4,5,-24
CCN(CC)C(=O)COc1ccc2oc(C)c(C(=O)OC(C)C)c2c1,-2,18,11,-4,22,3,15,9,-6,-8,-6
COc1cc(NC(=O)CN2CCC(C)CC2)c(C)cc1[N+](=O)[O-],8,-6,-7,-1,-13,-6,-22,-36,-1,-4,10
Cc1ccc(C(=O)NNC(=O)CSc2nnc(C(C)C)n2C)cc1,1,-4,1,-14,18,-3,8,-4,-3,10,-4
O=c1oc2cc(Cl)ccc2n1CSc1nc2ccccc2s1,-74,-90,-53,6,-26,-40,-83,-48,-73,2,2
CCOC(=O)C1(C)CCN1C(=O)COc1ccc(C(C)(C)C)cc1 (stereo unspecified),10,-27,-6,18,0,.,-19,3,-4,2,-9
COc1ccc(-c2nn(-c3ccccc3)cc2/C=N/NC(=S)NC(C)C)cc1OC,5,6,11,24,29,22,-12,8,29,0,-11
COc1ccc(CN(Cc2nc3ccccc3c(=O)[nH]2)C(=O)NC2CCCCC2)cc1,-6,-4,-29,-6,0,-3,-4,-6,1,-6,-13
CCCCN(C)C(=O)C1CCC(CNS(=O)(=O)c2ccc3c(c2)CC(C)N3C(C)=O)CC1 (stereo unspecified),8,-5,7,1,0,17,-17,1,2,-18,0
C[C@H](CO)N1C[C@H](C)[C@@H](CN(C)C)Oc2c(NC(=O)C3CC3)cccc2C1=O,9,4,-2,-1,-9,-3,-5,-12,-1,6,-7
COc1cccc(NC(=O)N2CCc3ccccc3C2)c1,-85,-63,-43,11,-71,-8,-68,-27,-37,9,-10
COc1cccc(-c2nc(CS(=O)(=O)CC(=O)NC3CC3)c(C)o2)c1,28,9,-3,9,6,0,0,-10,-5,-4,-10
O=C(COC(=O)c1ccccc1NCCO)Nc1cc(C(F)(F)F)ccc1N1CCOCC1,12,-15,6,0,12,9,0,-4,19,-15,24
O=C1C2CC=CCC2C(=O)N1c1ccc(NCCc2ccc(O)cc2)c([N+](=O)[O-])c1 (stereo unspecified),6,-4,28,24,57*,0,-18,1,34,-8,18
Cc1ccccc1NS(=O)(=O)c1ccc2[nH]cc(C(=O)N(C)Cc3ccco3)c(=O)c2c1,7,5,.,0,28,-3,-17,17,-12,-1,7
CN(Cc1ccccc1)C(=O)c1ccc2sc([C@@H]3O[C@H](CO)[C@H](O)[C@H](O)[C@H]3O)nc2c1,1,-4,-8,3,7,.,5,12,-14,-4,-11
Cc1ccc2[nH]c(=O)c(CN(Cc3ccco3)S(=O)(=O)c3c(C)ccc4nsnc34)cc2c1,11,-14,19,2,23,16,4,-5,0,4,12
Cc1ccc(C2=NNC(c3ccc(Cl)cc3)=Nc3ccccc32)o1,-23,-5,-6,-3,-1,8,-4,-40,-11,5,-12
CC(=O)Nc1ccc2c(CSc3nnc(N)s3)cc(=O)oc2c1,0,11,-10,-1,-4,-1,-22,-10,-6,-3,-18
O=S(=O)(c1ccccc1)[C@@]1(c2ccccc2)C[C@@H]2ON=C(c3cccc(Br)c3)[C@@H]2C1,3,4,0,15,22,7,-8,17,54,-21,16
CSc1ccc(-c2cc3c(c4c2ccn4C)C2CCC3O2)cc1 (stereo unspecified),-3,-4,3,-19,-31,.,4,1,-10,-30,28
